Bioassay records: PubChem BioAssay, The Scripps Research Institute Molecular Screening Center
TAAR1 antagonist – human TAAR1 antagonists, primary screen, Fluo-8 calcium fluorescence, CHO RD-HGA16 cells; 360,000 compounds, 1.5% hits; antagonist; inhibition, % at 3 µM; Trace amine-associated receptor 1 (Homo sapiens), Q96RJ0; AID 624466, 2012;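 active = inhibition above a per-plate cutoff, the mean inhibition of test compounds on that plate plus 3 SD, cut at about 49% in these data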;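 note: 0% = DMSO plus EC80 beta-PEA response and 100% = DMSO alone without agonist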
Target sequence (Q96RJ0 whole entry, looked up): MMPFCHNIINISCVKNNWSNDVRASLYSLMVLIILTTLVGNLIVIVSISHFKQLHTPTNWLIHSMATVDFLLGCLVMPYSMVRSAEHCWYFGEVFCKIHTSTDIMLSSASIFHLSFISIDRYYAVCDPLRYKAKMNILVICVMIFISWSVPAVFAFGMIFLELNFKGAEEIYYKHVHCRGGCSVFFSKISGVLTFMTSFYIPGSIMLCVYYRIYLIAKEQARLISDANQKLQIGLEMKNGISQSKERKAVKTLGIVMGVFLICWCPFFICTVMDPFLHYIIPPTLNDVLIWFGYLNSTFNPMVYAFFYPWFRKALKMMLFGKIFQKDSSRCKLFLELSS
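Test system: CHO RD-HGA16 cells bearing hTAAR1 | Reagent: β-PEA, EC80 | Compound dosing: 3 µM, single point | Schedule: Dye loading 75 min at 37 °C, then 30 min room temperature | Signal: Calcium fluorescence with Fluo-8 | Evaluation: Percent inhibition of PEA-evoked calcium signal, max/basal emission ratio | Control set: DMSO-only wells and EC80 β-PEA-stimulated wells | Repeats: Singlicate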
TAAR1 ag – human TAAR1 agonists, primary screen, Fluo-8 calcium fluorescence, CHO RD-HGA16 cells. vehicle wells 0%, saturating PEA agonist 100%. Trace amine-associated receptor 1 (Homo sapiens), Q96RJ0. activation, % at 3 µM. 360,000 compounds, 0.99% hits;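 active = activation above the mean activation of all test compounds in the run plus 3 SD, cut at about 38% in these data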
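Repeats: no replicates (n 1) | Material: CHO-derived RD-HGA16 cells with stable Gα16 and human TAAR1 | Technique: Kinetic Fluo-8 calcium fluorescence | Schedule: 17-24 h seeding, 75 min 37 °C dye, 30 min RT | Evaluation: % activation from peak over basal fluorescence ratio, DMSO-to-PEA scaled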
CHRM1 agonist – human M1 muscarinic receptor agonists, primary screen, Fluo-8 calcium fluorescence, CHO-K1 cells, HTS. Muscarinic acetylcholine receptor M1 (Homo sapiens), P11229. CHO-K1 hM1, agonist mode; 0% DMSO, 100% acetylcholine EC100. activation, % at 3 µM. 360,000 compounds, 0.33% hits. AID 588814, 2011;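 active = activation above the run's mean compound activation plus 3 SD, cut at about 16% in these data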;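 note: peak over basal fluorescence ratio within a 140 s kinetic read after compound addition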
M1 ag parental – counter-screen for M1 agonists: effect in parental CHO-K1 cells; Fluo-8 calcium fluorescence; scaled to maximal ATP response, vehicle zero; activation, % at 3 µM; 360,000 compounds, 0.48% hits; in the data active = activation above about 15%;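 note: untransfected CHO-K1 host cells lacking M1 receptor as counterscreen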
CHRM1 antagonist – human M1 muscarinic receptor antagonists, primary screen, CHO-K1 cells, Fluo-8 calcium fluorescence, 1536-well | Muscarinic acetylcholine receptor M1 (Homo sapiens), P11229 | CHO-K1 hM1, ACh EC80 antagonist | inhibition, % at 3 µM | 360,000 compounds, 1.3% hits;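 active = percent inhibition above its own plate's cutoff, namely the mean of that plate's compound wells plus 3 SD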;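 note: peak over basal fluorescence ratio during 140 s after agonist addition; 0% = ACh EC80 plus DMSO and 100% = DMSO alone without agonist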
CHO-K1 Ca antag – nonselective inhibitor or artifact in parental CHO-K1 cells; ATP-induced calcium, Fluo-8 fluorescence; inhibition, % at 3 µM; 360,000 compounds, 0.6% hits; AID 602250;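 active = inhibition above a per-plate cutoff, the plate's mean sample inhibition plus 3 SD, cut at about 24% in these data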;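 note: 0% = DMSO plus EC80 ATP and 100% = DMSO alone without ATP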
OXTR potentiator – human OXTR potentiators, primary screen, fluorescence, CHO-OTR cells, Fluo-8 calcium; 320,000 compounds, 0.061% hits; activation, % at 3 µM; Oxytocin receptor (Homo sapiens), P30559; Fluo-8 calcium fluorescence, potentiator mode; 0% = oxytocin EC15, 100% = EC100;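 active = activation above that plate's cutoff, the mean activation of tested compounds plus 3 SD, cut at about 6.6% in these data, passing the limit was not always enough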;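 note: 100% uses oxytocin at 75 nM as the full agonist control; some results filed as inactive read as strong as hits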
Target sequence (P30559 whole entry, looked up): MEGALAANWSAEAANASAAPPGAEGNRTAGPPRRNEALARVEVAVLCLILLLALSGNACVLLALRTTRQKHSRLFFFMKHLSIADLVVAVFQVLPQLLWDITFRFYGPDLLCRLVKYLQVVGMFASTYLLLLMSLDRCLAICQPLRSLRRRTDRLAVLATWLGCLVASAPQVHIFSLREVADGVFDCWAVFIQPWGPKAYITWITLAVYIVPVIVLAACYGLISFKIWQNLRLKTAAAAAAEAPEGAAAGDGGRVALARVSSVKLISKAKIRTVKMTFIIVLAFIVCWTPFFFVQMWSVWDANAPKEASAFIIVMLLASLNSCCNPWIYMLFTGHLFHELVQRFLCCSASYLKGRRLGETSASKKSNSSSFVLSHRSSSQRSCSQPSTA
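Measured by – Fluo-8 calcium dye fluorescence · Test system – human OTR in CHO cells · Dosing – one concentration, 3.0 µM compound · Controls – EC15 oxytocin alone as 0%, 75 nM oxytocin as 100% · Evaluation – normalized max/min fluorescence ratio, % activation · Timing – 6 min pre-incubation, 100 s read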
CHO parental Ca – ATP-evoked calcium signal inhibitors, parental CHO, primary screen, counter-screen for OX1R antagonist project, cell-based, fluorescence, Fluo-8 calcium dye. 330,000 compounds, 0.63% hits. parental CHO-K1, ATP-induced calcium, Fluo-8 fluorescence. inhibition, % at 5.6 µM. AID 463079, 2010;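 active = inhibition above that plate's mean sample inhibition plus 3 SD, cut at about 26% in these data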;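 note: 0% = ATP-challenged DMSO wells and 100% = DMSO wells without ATP; some compounds past the cut are filed as inactive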
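Material: Parental CHO cells | Reagent: ATP | Compound dosing: Single nominal dose of 5.6 µM per compound | Detection: Intracellular calcium via Fluo-8 no-wash fluorescent dye | Read-out: % inhibition of ATP-induced calcium mobilization | Benchmarks: Low control ATP plus DMSO, high control DMSO only | Replicates: Singlicate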
M1 PAM parental – nonselective calcium activators in parental CHO-K1 cells, primary screen, counter-screen for M1 PAM project, cell-based, Fluo-8 calcium fluorescence, full deck, 1536-well; AID 602247, 2012; 360,000 compounds, 0.02% hits; ATP EC20; 0% at ATP EC20, 100% at ATP max; activation, % at 3 µM;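 active = activation above the run cutoff, the mean activation of all test compounds plus 3 SD, cut at about 40% in these data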;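 note: peak over basal fluorescence ratio in a 140 s read after ATP addition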
* = called active by the depositor; . = not tested or not shown.

1) CCN(CC)C(=O)CSc1ncnc2c1nnn2-c1ccc(F)cc1
2) CC(C)c1ccc(N2C(=O)CC(NNC(=O)c3ccccc3Cl)C2=O)cc1 (configuration not stated)
3) C/C(Cn1cnc([N+](=O)[O-])n1)=N\NC(=O)c1ccc(Br)cc1
4) O=C(CSc1nc(O)c(Cc2ccccc2)c(=O)[nH]1)c1ccccc1
5) CCOC(=O)CCc1c(C)c2ccc(OC3CCCCC3=O)c(C)c2oc1=O (configuration not stated)
6) O=C(Nc1ccc(Cl)cc1)C1CCN(C(=O)NC2CCCCC2)CC1
7) Cc1noc(/C=C/N(C)C)c1S(=O)(=O)N1CCCC(C(=O)NC(C)c2ccccc2)C1 (configuration not stated)
8) C[C@@H](C(=O)Nc1ccc2ccccc2c1)[C@@H]1C[C@@]1(C)[C@@H](N)c1ccccc1

Compound	1	2	3	4	5	6	7	8
TAAR1 antagonist	-10	-31	-19	-11	2	-7	-10	-7
TAAR1 ag	19	3	4	6	7	1	5	16
CHRM1 agonist	-6	-1	-3	-4	-1	-4	-6	-3
M1 ag parental	-0.1	2.6	1.6	-0.2	2.8	0.6	1.3	7.2
CHRM1 antagonist	-13	-10	-16	-18	-4	-7	0	2
CHO-K1 Ca antag	-7	-11	-5	-7	1	-11	-7	-6
OXTR potentiator	3	-4	-5	3	1	-8	-3	-9
CHO parental Ca	2	-9	-7	-14	-14	-11	-11	-18
M1 PAM parental	12	13	16	-6	1	22	21	16

9) Cn1c2ccccc2n2c(=O)cc(-c3ccccc3)c(C#N)c12
10) CCN(CC)S(=O)(=O)c1ccc(NC(=S)Nc2ccccc2)cc1
11) CCOc1ccc(C(=O)NC(=S)Nc2ccc(N3CCC(C)CC3)cc2)cc1[N+](=O)[O-]
12) CC(C)(C)SCCNC(=O)CN1C(=O)c2ccccc2S1(=O)=O
13) CCC(C)(C)n1nnnc1C(c1ccc(Cl)cc1)N1CCN(C)CC1 (configuration not stated)
14) COc1ccc(C(=O)NC(=S)Nc2ccc(N3CCOCC3)cc2)cc1Cl
15) COC(=O)c1c(C)noc1-c1snnc1C
16) CCc1c(C)nc2[nH]nc(-c3ccccc3)n2c1=O

Compound	9	10	11	12	13	14	15	16
TAAR1 antagonist	-11	-4	1	-22	-14	7	-27	-8
TAAR1 ag	2	6	-3	1	2	4	1	7
CHRM1 agonist	-3	2	-2	-3	-2	-2	-4	-2
M1 ag parental	0.5	0.7	-0.5	0.1	0.5	4.8	-0.3	-0.1
CHRM1 antagonist	-20	-6	-11	-5	-21	-6	-4	-16
CHO-K1 Ca antag	4	-4	-2	-3	-3	0	-8	4
OXTR potentiator	-6	-9	.	3	-15	0	11*	-10
CHO parental Ca	-11	-1	.	-4	0	-6	-7	2
M1 PAM parental	4	-15	16	10	4	-1	3	-3

17) Cc1nn(-c2cc(N3CCCCC3)ccc2N)c(=O)c2ccccc12
18) Cc1nc([N+](=O)[O-])cn1Cc1cccc([N+](=O)[O-])c1
19) CCc1cc(=O)oc2c3c(cc(OCC(=O)NCc4ccccn4)c12)OC(C)(C)CC3
20) CCOc1ccccc1N(C(=O)c1ccco1)C(C(=O)NC1CCCC1)c1cccnc1 (configuration not stated)
21) CCCc1nnc2n1N=C(c1ccc(C)cc1)CS2
22) COC(=O)Cc1[nH]nc2c1C1(C(=O)N(Cc3ccc(Cl)cc3)c3ccccc31)C(C#N)=C(N)O2 (configuration not stated)
23) O=C(Nc1cccc(S(=O)(=O)N2CCCCC2)c1)C1CC1
24) COc1cc(NC(=O)CCCNC(=O)Cn2cnc3sc(C)c(C)c3c2=O)cc(OC)c1OC

Compound	17	18	19	20	21	22	23	24
TAAR1 antagonist	4	4	39	-3	-91	5	-11	-10
TAAR1 ag	5	10	7	-3	0	1	11	0
CHRM1 agonist	-11	-6	-4	-3	-6	-5	-3	-8
M1 ag parental	-0.4	-0.2	4.1	0.1	4.6	-0.1	3.4	2.4
CHRM1 antagonist	5	4	-3	1	-8	-9	1	-1
CHO-K1 Ca antag	-18	4	2	0	-4	-8	-3	-12
OXTR potentiator	-2	-5	-8	-6	-2	-2	-2	-6
CHO parental Ca	-27	-8	-12	-26	-12	-9	-16	-14
M1 PAM parental	7	-2	-6	20	14	15	6	3

25) CC(=O)NCCNC(=O)C1(C)Cc2c(-c3cccc(C(F)(F)F)c3)ccnc2O1 (configuration not stated)
26) CCC(CC)NC(=O)COC(=O)c1ccc2c(c1)C(=O)N(Cc1ccco1)C2=O
27) COC(=O)c1cnc(Oc2ccc(NC(=O)NC(=O)c3c(F)cccc3F)cc2)cc1C(F)(F)F
28) CCOC(=O)C1CCCN(C(=O)c2cc(-c3ccncc3)nc3ccccc23)C1 (configuration not stated)
29) C/C(=N\NC(=O)c1ccncc1)c1ccc(N2CCOCC2)cc1
30) CCOC(=O)/C(=N\Nc1ccccc1Cl)N(C)C1CCS(=O)(=O)C1 (configuration not stated)
31) COc1cc(/C=N/Nc2nc(C)cc(C)n2)ccc1OC(=O)c1ccco1
32) CCC1Sc2ccc(S(=O)(=O)CCC(=O)N3CCc4ccccc43)cc2NC1=O (configuration not stated)

Compound	25	26	27	28	29	30	31	32
TAAR1 antagonist	-18	-2	-27	24	8	-10	2	17
TAAR1 ag	0	1	1	5	6	4	0	9
CHRM1 agonist	-6	0	-3	1	4	-4	-9	-3
M1 ag parental	-0.2	1.3	-0.3	3.0	0.1	-0.4	0.6	-0.3
CHRM1 antagonist	-6	-13	-13	-10	0	23	-3	-16
CHO-K1 Ca antag	-10	-23	-4	-12	1	18	-10	3
OXTR potentiator	.	-1	1	-1	-4	-7	-1	-8
CHO parental Ca	.	13	-7	-17	-9	-13	-22	-7
M1 PAM parental	27	17	6	16	-1	-17	29	17

An excerpt from above in order of formula weight, low to high:
29) C/C(=N\NC(=O)c1ccncc1)c1ccc(N2CCOCC2)cc1
31) COc1cc(/C=N/Nc2nc(C)cc(C)n2)ccc1OC(=O)c1ccco1
28) CCOC(=O)C1CCCN(C(=O)c2cc(-c3ccncc3)nc3ccccc23)C1 (configuration not stated)
27) COC(=O)c1cnc(Oc2ccc(NC(=O)NC(=O)c3c(F)cccc3F)cc2)cc1C(F)(F)F

Compound	29	31	28	27
TAAR1 antagonist	8	2	24	-27
TAAR1 ag	6	0	5	1
CHRM1 agonist	4	-9	1	-3
M1 ag parental	0.1	0.6	3.0	-0.3
CHRM1 antagonist	0	-3	-10	-13
CHO-K1 Ca antag	1	-10	-12	-4
OXTR potentiator	-4	-1	-1	1
CHO parental Ca	-9	-22	-17	-7
M1 PAM parental	-1	29	16	6

Following part
33) CCCN1CNC(=S)N(c2ccccc2OCC)C1
34) Cc1ccc(S(=O)(=O)NC(CC(=O)N2CCc3ccccc32)c2ccco2)cc1 (configuration not stated)
35) c1ccc(CNn2nnnc2-c2ccccc2)cc1
36) CCn1c(=O)c(=O)n(CC)c2cc(S(=O)(=O)N3CCc4ccccc43)ccc21
37) COc1ccc(/C=C(\NC(=O)c2ccc(Cl)cc2)C(=O)NCc2cccnc2)cc1OC
38) CCCCCN(C(=O)COC(=O)c1ccc(Br)o1)c1c(N)n(CCCC)c(=O)[nH]c1=O
39) COc1ccc(CCNC(=O)c2cc(C(=O)c3cc(C)ccc3O)cn(CCc3ccc(OC)cc3)c2=O)cc1
40) COc1ccccc1-n1cc(CN2CCN(C3CCCCC3)C(CCO)C2)cn1 (configuration not stated)

Compound	33	34	35	36	37	38	39	40
TAAR1 antagonist	-20	-2	9	-18	-16	10	54*	-15
TAAR1 ag	11	18	5	-1	2	5	4	2
CHRM1 agonist	-1	-4	-1	-6	-4	-2	-6	-4
M1 ag parental	0.5	1.3	0.3	0.2	0.4	0.1	4.1	0.1
CHRM1 antagonist	-1	-16	-1	-10	-2	-8	17	15
CHO-K1 Ca antag	4	12	-20	-13	-6	-11	6	-7
OXTR potentiator	-7	-15	-7	3	.	-10	-8	1
CHO parental Ca	4	-4	-11	-12	.	-15	-6	-9
M1 PAM parental	13	-4	-5	15	22	20	10	8

41) O=C(Nc1ccc2cccnc2c1)c1ccc(Br)cc1
42) CCCCc1nnc(NC(=O)C2CCCO2)s1 (configuration not stated)
43) O=C(O)/C=C/c1ccccc1[N+](=O)[O-]
44) CCOc1cccc(-c2cc(=O)[nH][nH]2)c1
45) CCCNC(=O)C1(C)CCCN(Cc2csc(-c3ccccc3)n2)C1 (configuration not stated)

Compound	41	42	43	44	45
TAAR1 antagonist	-12	7	-10	-6	-9
TAAR1 ag	2	-3	0	-3	0
CHRM1 agonist	-6	-12	-2	-3	-8
M1 ag parental	0.3	0.7	-0.2	0.1	0.6
CHRM1 antagonist	-22	-2	8	-3	0
CHO-K1 Ca antag	-25	-23	-5	11	-5
OXTR potentiator	-20	2	0	-1	.
CHO parental Ca	-13	-2	-7	-10	.
M1 PAM parental	18	12	-12	-3	18
